CCHFV vOTU inh: CCHFV vOTU protease inhibitors, primary screen, biochemical, Pep-AMC substrate, fluorescence; AID 651958, 2012; Crimean-Congo hemorrhagic fever virus L polyprotein viral ovarian tumor (vOTU) protease …; inhibition, % at 11.5 µM; 0.55% of 370,000 active; in the data active = inhibition above about 30%; note: 0% = vehicle wells with enzyme and 100% = no enzyme wells
BoNT-A LC inh2: BoNT/A light chain protease inhibitors, primary screen, biochemical, flow cytometry, MLPCN library; inhibition, % at 10 µM; AID 588499, 2011; Botulinum neurotoxin type A light chain protease (Clostridium botulinum A str. ATCC 3502); multiplex microsphere protease substrate cleavage; 0.17% of 360,000 active; note: plate controls were buffer without enzyme for full effect and enzyme alone for no effect
SARS 3CLpro inh: SARS-CoV 3CLpro protease inhibitors, primary screen, biochemical, quenched FRET. Replicase polyprotein 1ab (Severe acute respiratory syndrome coronavirus), P0C6X7. recombinant SARS-CoV 3CLpro, quenched FRET peptide cleavage. inhibition, % at 6 µM. 0.14% of 290,000 active. AID 1706, 2009; in the data active = inhibition above about 12%
TcdB inh: TcdB glycohydrolase inhibitors, primary screen, biochemical, single point, plate reader; Toxin B (Clostridioides difficile), P18177; TcdB glycohydrolase enzymatic assay; inhibition, % at 9.99 µM; 0.24% of 350,000 active; AID 652162, 2013; in the data active = inhibition above about 10%
Vc quorum ag: inducers of Vibrio cholerae quorum light production without autoinducers, primary screen, BH1578 luxS cqsA deficient, single point; V. cholerae BH1578 lux reporter, luminescence, 6 h; activation, % at 18.7 µM; 0.16% of 350,000 active; in the data active = activation mostly above about 9.7%, no sharp cut-off; inconclusive = no clear call, values can overlap the other calls; inactive = mostly below about 3.7%; note: not every result past the cut was called active; inactives centre near 0; reference of the scale not given here
PfHsp40 rescue: rescue of yeast from PfHsp40 toxicity, primary screen, S. cerevisiae, ATP luminescence. S. cerevisiae expressing PfHsp40, growth rescue. growth rescue, % at 12.5 µM. 0.68% of 340,000 active; in the data active = growth rescue above about 28%, passing the limit was not always enough; inconclusive = no clear call, values can overlap the other calls;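 note: yeast W303a lacking pdr1 and pdr3 grown in galactose medium; growth measured after three days at 30 °C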
VHR inh abs: VHR1 phosphatase inhibitors, primary screen, biochemical, absorbance, uHTS. Dual specificity protein phosphatase 3 (Homo sapiens), P51452. recombinant VHR phosphatase, pNPP absorbance. inhibition, % at 13.3 µM. 0.52% of 290,000 active; in the data active = inhibition above about 50%; note: some compounds called inactive have numbers as strong as hits
Target sequence (P51452 whole entry, looked up): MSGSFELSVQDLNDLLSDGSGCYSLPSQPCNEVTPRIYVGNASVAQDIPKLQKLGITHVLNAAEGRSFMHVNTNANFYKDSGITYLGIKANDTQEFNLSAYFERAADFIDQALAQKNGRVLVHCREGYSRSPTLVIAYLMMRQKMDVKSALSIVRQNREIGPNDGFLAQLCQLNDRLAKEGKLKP
Y pestis TopoI: Yersinia pestis topoisomerase I inhibitors, primary screen, biochemical, cleavage product accumulation, plate reader, single point | DNA topoisomerase I (Yersinia pestis CO92) | Y. pestis Topo-I cleavage product accumulation | activity, % at 10 µM | 0.064% of 360,000 active | AID 504884, 2011; in the data active = activity above about 50%, passing the limit was not always enough; inconclusive = no clear call, values can overlap the other calls; note: inactives centre near 2
Anthrax LF prot: Bacillus anthracis LF protease inhibitors, primary screen, biochemical, multiplex microsphere, MLPCN library; 0.12% of 360,000 active; inhibition, % at 10 µM; Lethal factor (Bacillus anthracis), P15917; multiplex microsphere protease cleavage assay; AID 588501, 2011; note: plate controls were buffer without enzyme for full effect and enzyme alone for no effect
Target sequence (P15917 whole entry, looked up): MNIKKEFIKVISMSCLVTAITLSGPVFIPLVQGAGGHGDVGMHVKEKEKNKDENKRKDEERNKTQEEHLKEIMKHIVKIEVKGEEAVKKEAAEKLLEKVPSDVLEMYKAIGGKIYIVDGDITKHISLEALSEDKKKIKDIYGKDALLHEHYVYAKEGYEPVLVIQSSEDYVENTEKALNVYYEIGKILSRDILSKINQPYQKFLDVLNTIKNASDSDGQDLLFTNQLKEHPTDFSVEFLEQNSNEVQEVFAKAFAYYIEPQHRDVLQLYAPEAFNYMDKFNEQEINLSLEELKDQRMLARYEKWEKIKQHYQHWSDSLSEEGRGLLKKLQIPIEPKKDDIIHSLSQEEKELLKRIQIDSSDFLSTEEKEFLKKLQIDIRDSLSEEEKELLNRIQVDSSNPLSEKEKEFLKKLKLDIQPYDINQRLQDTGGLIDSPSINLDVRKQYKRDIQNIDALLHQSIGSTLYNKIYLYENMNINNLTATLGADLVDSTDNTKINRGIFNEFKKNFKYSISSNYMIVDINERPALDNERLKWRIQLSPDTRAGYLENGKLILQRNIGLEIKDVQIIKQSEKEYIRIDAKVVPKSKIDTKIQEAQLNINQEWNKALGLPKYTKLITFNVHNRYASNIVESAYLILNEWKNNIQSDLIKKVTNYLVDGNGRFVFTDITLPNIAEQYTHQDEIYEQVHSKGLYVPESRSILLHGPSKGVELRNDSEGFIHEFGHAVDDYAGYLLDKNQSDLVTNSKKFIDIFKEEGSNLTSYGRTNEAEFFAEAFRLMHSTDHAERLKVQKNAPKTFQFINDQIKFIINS
SSB-PriA inh: inhibitors of Klebsiella pneumoniae PriA binding to SSB C-terminal tail, primary screen, biochemical, AlphaScreen. PriA–SSB C-terminal tail interaction (Klebsiella pneumoniae). AlphaScreen SSBct-PriA binding, biotinylated peptide. inhibition, % at 33 µM. 0.6% of 430,000 active; in the data active = inhibition mostly above about 37%, no sharp cut-off; inactive = mostly below about 20%;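 note: plate controls were negative control peptide for no effect and reference peptide for full effect; strong numbers were not always called active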
The depositor's hits bear a star; i = inactive; ? = inconclusive; / = not tested or not shown; & = joins results of further samples. Cut-off read from the data, not from the text of the source, unless noted: active = inhibition above about 30%; inconclusive = no clear call, values can overlap the other calls; inactive = below that.

SMILES	CCHFV vOTU inh	BoNT-A LC inh2	SARS 3CLpro inh	TcdB inh	Vc quorum ag	PfHsp40 rescue	VHR inh abs	Y pestis TopoI	Anthrax LF prot	SSB-PriA inh
COc1ccc(C2=NOC(C(=O)N(C)Cc3ccccc3)C2)cc1 (stereo unspecified)	-8	0.9	-1	1.5	i	-1.0	11	0	2	-12
CC1=C(N2CCCCC2)CCC1=O	0	0.1	/	0.4	i	-1.6	/	2	-11	-6
CCOc1ccc(NC(=S)N=Nc2c(O)[nH]c3ccccc23)cc1	9	1.2	3	1.5	-0.5	9.3	-8	-26	-6	-3
COc1cccc(COc2ccc3c(C)cc(=O)oc3c2)c1	-4	-0.4	1	0.3	-0.5	0.0	-6	40	2	-2
O=C(C1CCN(S(=O)(=O)c2ccccc2F)CC1)N1CCc2ccccc2C1	-10	-1.2	0	1.2	i	0.1	4	12	-5	6
CCOc1cc(/C=C2\C(=N)N3N=C(C)SC3=NC2=O)ccc1OCCOc1ccccc1	3	-0.4	-3	0.3	-0.4	-1.9	18	-3	-12	-18
Cc1ccc(NC(=O)NC2CC(=O)N(c3ccc4c(c3)OCCO4)C2)cc1F (stereo unspecified)	-7	3.0	/	-1.3	i	-0.2	/	10	-1	-2
CCC(C)C1C(C#N)=C(N)Oc2n[nH]c(C)c21 (stereo unspecified)	0	-1.1	-1	0.3	-0.3	-0.2	35	4	-4	-10
Cc1ccc([N+](=O)[O-])cc1NC(=O)c1ccccc1	-8	-0.2	3	0.8	-0.3	0.3	14	-15	0	-6
CCC1(CC)Cc2ccccc2C(CC(=O)N2CCOCC2)=N1	15	-0.1	-3	/	-1.7	0.8	24	2	-3	7
Cc1ccc(C)c(OCC(=O)Nn2c(C)nc3ccccc3c2=O)c1	0	0.7	0	/	-0.5	0.0	29	-10	-13	-12
COCC(=O)NC1CC(C)(C)Cc2c1cnn2-c1ccc(F)cc1 (stereo unspecified)	-22	?	1	-0.6	-0.3	-1.1	12	-6	0	-10
O=C(N/N=C/c1c[nH]c2ccccc12)c1ccn(Cc2ccc(Cl)cc2Cl)n1	9	-1.1	5	/	0.5	0.8	6	-6	-5	/
O=C(CSc1nc2ccccc2c(=O)n1-c1ccccc1)NCc1ccco1	4	-0.6	2	/	i	1.8	0	0	0	1
Cc1ccnc(-n2c(C)cc(/C=N/NC(=O)COc3cccc4cccnc34)c2C)c1	3	-2.9	-6	1.5	i	0.3	29	14	6	i
CCN1CCN(C(c2ccc(F)cc2)c2nnnn2Cc2cccs2)CC1 (stereo unspecified)	2	-0.6	0	/	i	0.4	4	-6	-2	-13
O=C(NCc1ccccc1)c1nc[nH]c1C(=O)N1CCc2ccccc2C1	1	0.1	/	0.0	i	-0.3	/	11	0	-3
COc1ccc(/C=C/C(=O)c2ccc(NC3=NCCCS3)cc2)cc1OC	12	9.8	-4	1.5	-0.8	1.8	39	-7	4	4
CCOC(=O)COc1cc(Br)c(/C=N/Nc2ccccc2)cc1OC	1	1.2	-5	-0.7	2.8	-1.1	31	-1	1	/
CC(C)Cc1ccc(CN2CCCC(NC(=O)c3cccc(-n4cnnc4)c3)C2)cc1 (stereo unspecified)	17	0.5	2	1.6	-0.3	0.3	-15	8	-1	11

Three entries already listed, sorted by molar mass, rising:
SMILES	CCHFV vOTU inh	BoNT-A LC inh2	SARS 3CLpro inh	TcdB inh	Vc quorum ag	PfHsp40 rescue	VHR inh abs	Y pestis TopoI	Anthrax LF prot	SSB-PriA inh
COc1ccc(C2=NOC(C(=O)N(C)Cc3ccccc3)C2)cc1 (stereo unspecified)	-8	0.9	-1	1.5	i	-1.0	11	0	2	-12
CCOc1ccc(NC(=S)N=Nc2c(O)[nH]c3ccccc23)cc1	9	1.2	3	1.5	-0.5	9.3	-8	-26	-6	-3
Cc1ccc(NC(=O)NC2CC(=O)N(c3ccc4c(c3)OCCO4)C2)cc1F (stereo unspecified)	-7	3.0	/	-1.3	i	-0.2	/	10	-1	-2

Next results follow.
SMILES	CCHFV vOTU inh	BoNT-A LC inh2	SARS 3CLpro inh	TcdB inh	Vc quorum ag	PfHsp40 rescue	VHR inh abs	Y pestis TopoI	Anthrax LF prot	SSB-PriA inh
Nc1ccccc1C(=O)OCc1ccc([N+](=O)[O-])cc1	-1	-0.4	1	1.1	-0.1	-1.2	29	13	-4	6
Cc1c(CC(=O)O)c(=O)oc2c(C)c(OCc3ccc(F)cc3F)ccc12	-14	-0.7	3	-0.1	-0.7	-0.6	10	-8	-5	1
CCCNc1nc2nc3ccccn3c(=O)c2cc1C(=O)NCCN1CCOCC1	-92	-1.6	-6	1.4	-0.3	-0.7	25	-6	-2	-8
CC(=NCCCN1CCCCC1)c1c(O)n(Cc2ccccc2)c(=O)[nH]c1=O	-1	2.8	-4	/	-0.4	-0.5	3	7	4	-16
Cc1cc(NC(=O)CSc2nnc(-c3ccoc3C)o2)no1	-4	-0.3	-4	/	-0.3	0.5	7	0	-5	7
c1ccc(OCc2ccc(CCCN3CCOCC3)cc2)cc1	-15	0.2	0	1.3	i	-0.6	24	3	-3	-7
CSc1cccc(NC(=O)CNC(=O)C2CCCCC2)c1	8	-0.3	-6	-0.3	i	-1.8	24	4	-2	5
COc1ccc(NS(=O)(=O)c2cccc(NC(=O)NCCCl)c2)cc1	18	-0.4	0	0.5	-0.9	1.9	15	-3	3	11
COc1ccccc1CNc1cccc(C)n1	11	0.0	/	0.1	-5.0	/	/	12	2	/
CC1NC(=S)N(C2CCCCC2)C1=O (stereo unspecified)	0	-1.0	0	0.3	0.4	-1.7	-18	6	1	-4
COC(=O)c1cccc(NC(=S)Nc2ccc(Cl)c(Cl)c2)c1	8	2.9	8	0.6	-0.2	-1.6	22	-13	-17	-9
Cc1ccc(C)c(Nc2nn3c(=O)c4ccc(C(=O)NCc5cccnc5)cc4nc3s2)c1	6	1.9	-1	0.6	i	-0.5	18	-5	0	-9
CCOC(=O)c1c(C)c(C(=O)N(C)C2CCCCC2)c(C)n1C	4	-0.7	-3	/	i	-0.8	-3	24	-2	13
CCn1c(=N)n(CCOc2ccc(OC)cc2)c2ccccc21	-5	1.9	0	/	i	1.3	-8	8	5	-3
CCN1C(=O)c2cccc3c(S(=O)(=O)NCC4CCCO4)ccc1c23 (stereo unspecified)	-32	-0.5	4	0.9	-0.2	-2.1	25	1	-3	4
O=C1c2ccccc2NC(c2ccc(Br)o2)N1O (stereo unspecified)	4	0.5	/	0.0	i	-1.2	/	-12	-9	-13
CC1(c2ccc(Cl)cc2)NC(=O)N(CC(=O)NC2CCCCC2)C1=O (stereo unspecified)	15	0.2	/	0.8	1.0	-0.8	/	7	-6	-8
CC(=O)N1CCN(c2ccc(NC(=O)c3cccc(OCc4ccccc4)c3)cc2)CC1	-4	0.6	2	/	-0.5	0.3	36	-1	-6	4
N#Cc1ccccc1OCC(=O)Nc1nc(-c2ccccn2)cs1	5	0.8	/	-0.2	i	/	/	1	2	/
O=C(COC(=O)c1ccccc1NCCO)NCCc1ccccc1	-93	0.4	/	2.8	-0.3	1.8	/	9	-2	-12
O=C1NC(=O)c2c(Br)c(Br)c(Br)c(Br)c21	10	0.1	/	0.8	-1.0	-0.8	/	9	-1	-9
CCOC(=O)c1ccccc1NC(=O)c1ccc(NS(C)(=O)=O)cc1	-4	-2.1	4	/	-0.9	0.4	-10	9	0	2
O=C(c1ccccc1F)N1CCN(c2ccccc2F)CC1	-16	3.2	0	/	-0.3	1.2	53*	14	10	-14
CC(n1cnnn1)C12CC3CC(CC(C3)C1)C2 (stereo unspecified)	13	0.8	-1	/	0.9	-0.4	-2	-4	-2	-3
CCOC(=O)C1CCCN(S(=O)(=O)NC[C@H]2O[C@@H](n3cnc4c(N)ncnc43)[C@H](O)[C@@H]2O)C1 (stereo partly specified)	-6	-0.1	/	1.0	-1.4	1.1	/	-2	-8	0
O=C(c1cc(Cl)nc2ccccc12)N1CCN(S(=O)(=O)c2cccc(F)c2)CC1	9	4.7	/	0.4	i	-1.3	/	2	-3	-19
N#CC1(NC(=O)COc2cccnc2[N+](=O)[O-])CCCCC1	6	0.5	/	-0.9	-0.2	0.2	/	-5	-6	4
COC(=O)[C@H]1[C@H]2C[C@@H]3c4[nH]c5cc(OC)ccc5c4CCN3C[C@H]2C[C@@H](OC(=O)c2cc(OC)c(OC)c(OC)c2)[C@@H]1OC	4	0.4	/	0.9	i	0.2	/	15	-6	21
CC(C)CCN(Cc1ccco1)S(=O)(=O)c1ccc(-c2ccc(=O)[nH]n2)s1	9	1.3	5	1.5	i	19	-2	35	-1	-9
CCN1CCN(Cc2nnc(-c3ccc(C)cc3)o2)CC1	-7	-1.4	3	1.0	i	-2.1	64	9	1	-8
CCOc1ccc(NC(=O)CN(C)C(=O)c2ccc3c(c2)S(=O)(=O)N=C2CCCCCN23)cc1OCC	-2	94*	/	1.0	0.9	-0.9	/	4	110*	-8
O=C(NC(=O)c1ccccc1O)c1ccc2c(c1)CCO2	7	-0.3	1	0.7	-0.7	-0.4	2	-4	-1	3
Cc1ccc(C(=O)N2N=C(CC(C)C)CC2(O)C(F)(F)F)o1 (stereo unspecified)	-8	-0.7	3	0.0	-0.7	0.3	38	6	-8	1
Cc1cccc(/N=C/c2c(O)c3ccccc3oc2=O)n1	-5	-0.1	6	/	0.6	-1.4	18	3	-1	/
C=CC[C@H](CC(=O)NCCO)C(=O)N[C@H](COC(=O)[C@@H](CC=C)Cc1ccc(F)cc1)Cc1ccccc1	2	-0.3	/	1.7	0.4	2.4	/	12	-4	4
Cn1c(=O)c2c(ncn2CC(=O)OCC(=O)c2ccc(OC(F)F)cc2OC(F)F)n(C)c1=O	3	-0.5	/	-0.5	i	/	/	0	-3	/
Cc1c(C(=O)N2CC(C(=O)N3CCCCC3)Oc3ccccc32)oc2ccccc12 (stereo unspecified)	7	0.2	/	1.1	-0.3	-0.5	/	14	-6	16
O=C1C2CCCN2C(=O)N1CCN1CCN(c2cccc(C(F)(F)F)c2)CC1 (stereo unspecified)	-5	1.7	/	2.1	i	-0.2	/	-9	14	23
Cc1c(O)ccc(C(=O)CN2CCN(Cc3ccccc3)CC2)c1O	2	0.3	4	0.6	i	0.1	11	2	-2	-4&-12
c1ccc(COc2ccc(OCCn3cncn3)cc2)cc1	9	-2.3	8	/	-0.2	0.1	4	8	-8	-5
CCCc1nn(C)c2c(=O)[nH]c(-c3cc(S(=O)(=O)N4CCN(C)CC4)ccc3OCC)nc12	-8	-2.6	1	-0.2	-0.3	-1.1	-2	-5	-4	-10
COc1ccc(S(=O)(=O)N(C)C[C@H]2Oc3ccc(NC(=O)Cn4cnnn4)cc3C(=O)N([C@H](C)CO)C[C@@H]2C)cc1	-6	-0.5	/	-6.2&0.3	-1.0	0.2	/	22	-1	9

Looked up above:
For PfHsp40 rescue, CCOC(=O)C1CCCN(S(=O)(=O)NC[C@H]2O[C@@H](n3cnc4c(N)ncnc43)[C@H](O)[C@@H]2O)C1 (stereo partly specified) has 1.1
For BoNT-A LC inh2, Cc1ccc(C(=O)N2N=C(CC(C)C)CC2(O)C(F)(F)F)o1 (stereo unspecified) has -0.7

Some of the compounds tested, so the mix of outcomes need not match the whole.
